STAT1 act = STAT1 signaling activation | NIH 3T3 STAT1-luciferase reporter, IFN-gamma, luminescence; 100% = IFN-gamma alone, no compound | 200,000 tested, 2.6% active | AID 932 | activation (% of control), % at 5.5 µM;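 active = activation above the screen-wide mean activation plus 3 SD, cut at about 130% in these data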;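 also: raw ratio to IFN-gamma control signal so 100% means no change and 0% no light; values of inactives mirror those of a sister screen read the other way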
APP 5'UTR act = APP 5'UTR luciferase reporter activation; AID 1276; SH-SY5Y APP 5'UTR luciferase reporter, luminescence; zero percent = DMSO vehicle wells; activation, % at 2 µM; 190,000 tested, 1% active;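 active = activation above a set limit, based on mean plus 3 SD of controls, cut at about 140% in these data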; also: values of inactives mirror those of a sister screen read the other way
Diaph act CS = activates diaphorase or chemically reduces, flagging diaphorase assay artifacts; activation factor at 20 µM; Diaphorase/resazurin coupled assay, resorufin fluorescence, 16 min; hits give high values; 1 = vehicle wells, 0 = NADH-free wells; 190,000 tested, 0.005% active; AID 1229;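 active = diaphorase activity raised at least twofold by the compound at 20 µM; inactive = activation factor below 2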
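Test system: Clostridium kluyveri diaphorase, purified enzyme. Buffer or medium: 50 mM HEPES pH 7.4 buffer plus MgCl2 and Tween 20. Also added: 0.114 mM NADH and 0.1 mM resazurin, final amounts. Dosing: compound 20 µM once, DMSO 1%. Schedule: 16 min enzyme reaction, ambient temperature. Detection: fluorescence of resorufin, 544 nm excitation, 590 nm emission.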
TLR4 MyD88 comp = blocks binding of human TLR4 to MyD88. O00206+Q99836. HeLa CL3-4 TLR4/MyD88 BLA complementation, FRET ratio. inhibition, % at 8.4 µM. 200,000 tested, 0.18% active. AID 861; in the data active = inhibition above about 25%;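 also: 0% = vehicle and 100% = reference inhibitor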
Target sequence (O00206 whole entry, looked up): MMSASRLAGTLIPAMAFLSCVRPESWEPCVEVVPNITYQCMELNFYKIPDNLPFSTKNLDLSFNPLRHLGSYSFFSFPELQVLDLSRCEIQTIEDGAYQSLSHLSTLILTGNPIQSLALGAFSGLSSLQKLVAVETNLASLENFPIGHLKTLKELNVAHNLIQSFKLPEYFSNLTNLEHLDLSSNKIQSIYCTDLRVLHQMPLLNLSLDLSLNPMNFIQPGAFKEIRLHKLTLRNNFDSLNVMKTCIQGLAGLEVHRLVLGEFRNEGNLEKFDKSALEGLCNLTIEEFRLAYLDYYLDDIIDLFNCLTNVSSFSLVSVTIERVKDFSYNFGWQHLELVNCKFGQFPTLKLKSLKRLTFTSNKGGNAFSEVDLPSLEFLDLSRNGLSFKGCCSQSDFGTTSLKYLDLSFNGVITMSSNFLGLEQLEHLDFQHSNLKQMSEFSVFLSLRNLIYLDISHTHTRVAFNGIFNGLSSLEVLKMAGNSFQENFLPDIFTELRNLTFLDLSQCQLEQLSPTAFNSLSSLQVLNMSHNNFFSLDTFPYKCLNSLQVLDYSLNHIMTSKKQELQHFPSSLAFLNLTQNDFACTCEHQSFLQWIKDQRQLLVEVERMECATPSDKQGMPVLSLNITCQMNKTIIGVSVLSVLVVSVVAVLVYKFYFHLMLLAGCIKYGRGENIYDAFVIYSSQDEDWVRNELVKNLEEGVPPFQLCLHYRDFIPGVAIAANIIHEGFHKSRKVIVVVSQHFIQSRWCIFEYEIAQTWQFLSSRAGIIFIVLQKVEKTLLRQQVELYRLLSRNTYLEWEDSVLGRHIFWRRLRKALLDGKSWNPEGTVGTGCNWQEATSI
Target sequence (Q99836 whole entry, looked up): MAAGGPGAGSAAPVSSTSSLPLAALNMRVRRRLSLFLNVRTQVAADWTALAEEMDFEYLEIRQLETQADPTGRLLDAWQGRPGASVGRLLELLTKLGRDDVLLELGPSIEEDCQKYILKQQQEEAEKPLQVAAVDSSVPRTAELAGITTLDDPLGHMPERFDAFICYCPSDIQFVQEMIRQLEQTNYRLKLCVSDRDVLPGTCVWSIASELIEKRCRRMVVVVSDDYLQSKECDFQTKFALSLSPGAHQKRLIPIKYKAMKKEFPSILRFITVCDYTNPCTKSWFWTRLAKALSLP
Diaph inh CS = inhibits diaphorase or chemically oxidizes, flagging diaphorase assay artifacts | diaphorase resazurin-to-resorufin fluorescence, NADH, 16 min; bacterial (C. kluyveri) enzyme, not human | inhibition, % at 20 µM | 190,000 tested, 0.69% active | AID 1217;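 active = primary screen inhibition at 20 µM above a set limit, cut at about 50% in these data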;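 also: plate controls were DMSO with full reaction for no effect and wells lacking NADH for full effect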
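Assay system: diaphorase enzyme from Clostridium kluyveri. Quantity: enzyme working solution with 0.14 U/mL diaphorase. Schedule: reaction incubation of 16 min at room temperature. Technique: resorufin fluorescence, excitation 544 nm, emission 590 nm. Controls: No-NADH positive control and DMSO neutral control.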
G6PDH CS = counter-screen for G6PDH assay hits: L. mesenteroides G6PDH inhibition; inhibition, % at 5 µM; 200,000 tested, 0.12% active; Purified L. mesenteroides G6PDH, diaphorase/resazurin coupled fluorescence, 45 min; in the data active = inhibition above about 50%
FLuc inh counter = counter-screen for luciferase assay inhibitors: firefly luciferase inhibition; inhibition, % at 10 µM; P08659; ATPLite firefly luciferase biochemical luminescence, 10 min; 200,000 tested, 1.5% active; AID 1006;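 active = inhibition above about 50% when tested at 10 µM, limit read from the data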
FLuc act counter = firefly luciferase counter-screen for stimulation assays; activation factor at 10 µM; P08659; ATPlite luciferase biochemical, luminescence, 10 min; 0 = ATP-free wells, 1 = DMSO control; 200,000 tested, under 10 active; AID 1027;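 active = luciferase activation factor, scaled between plate controls, of at least 2 with compound at 10 µM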
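System: cell-free luciferase reagent; medium: PBS as buffer for the ATP substrate; doses: test compounds dosed from 2 mM stocks in 100% DMSO; incubation: 10 min, room temperature; measured by: luminescence from luciferase reaction; read-out: luciferase activation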
NF-kB expr up = NF-kB expression increase, human neuronal cells | NF-kB reporter expression; hits give high values | fold change at 12.5 µM | 190,000 tested, 1.6% active | AID 1239; in the data active = fold change above about 3.3
APP transl inh = APP translation inhibition; SH-SY5Y APP 5'UTR-luciferase reporter, luminescence; 190,000 tested, 0.82% active; inhibition, % at 2 µM;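 active = inhibition above a set limit, derived from the sample mean plus 3 SD, cut at about 45% in these data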; also: values of inactives mirror those of a sister screen read the other way
The depositor's hits bear a star; nt = not tested or not shown.

SMILES	STAT1 act	APP 5'UTR act	Diaph act CS	TLR4 MyD88 comp	Diaph inh CS	G6PDH CS	FLuc inh counter	FLuc act counter	NF-kB expr up	APP transl inh
O=C(NC1CCCCC1)Nn1c(-c2ccccc2)nc2ccccc2c1=O	95	-5	0.9	-7	5	0	-2	1	1	5
N#CCSc1nnc(COc2cccc3ccccc23)n1-c1ccccc1	96	-20	0.8	-2	22	5	-5	1.1	0.66	20
OCCC1CN(Cc2ccc(Oc3ncccn3)cc2)CCN1C1CCCC1 (centres undefined)	96	12	0.8	6	17	5	-7	1.1	1.1	-12
Cc1c(NC(=O)c2c(F)cccc2F)c(=O)n(-c2ccccc2)n1C	92	7	0.9	-9	8	4	-10	1.1	1.2	-7
O=C(O)C1CCN(S(=O)(=O)c2ccc(N3CCOCC3)c([N+](=O)[O-])c2)CC1	103	-5	0.9	18	8	3	-7	1.1	1.1	5
COc1ccc(OC)c(C2Nc3c(Cl)ccc(C(=O)O)c3C3C=CCC32)c1 (centres undefined)	90	12	0.8	-17	24	3	-4	1	1.1	-12
CCN(CC)C(=O)Cn1nnc(-c2ccc(S(C)(=O)=O)cc2)n1	101	12	1	5	3	3	-4	1	1.2	-12
COc1ccc(C(=O)NN(C)c2nc(-c3ccccc3)cc(C)c2S(C)(=O)=O)cc1	96	3	0.8	-1	22	1	-4	1	1.3	-3
OCCCc1nc2n(n1)C(c1ccccc1Cl)C=C(c1cccs1)N2 (centres undefined)	102	-3	0.8	32*	22	-13	0	1	0.95	3
O=C(CCCCCC(=O)N(CCO)CCO)N(CCO)CCO	100	8	0.9	-2	14	8	-6	1.1	1.1	-8
COC(=O)CN1C(=O)N/C(=C/c2ccc(C)o2)C1=O	103	16	0.9	-15	14	-2	-5	1.1	1.2	-16
Cc1c(/C=N/N=C2\CCC3C4CCc5cc(O)ccc5C4CCC23C)cnn1C (centres undefined)	98	-13	0.9	-23	12	2	-7	1.1	1.3	13
CC1CCN(S(=O)(=O)c2ccc(NC(=S)NC(=O)c3ccc(Cl)cc3)cc2)CC1	99	-12	1	-4	-4	-3	0	1	1.1	12
COc1ccc(C2(c3ccc(OC(C)=O)cc3OC(C)=O)CC(c3ccccc3)NC(=S)N2)cc1 (centres undefined)	94	-15	0.8	3	18	-4	-10	1.1	1.1	15
Cc1cc(C)c2ccc(NN)nc2c1O	99	-10	0.8	10	17	10	-1	1	0.71	10
COc1cc(C2OC(c3cc(OC)c(OC)c(OC)c3)C(C)C2C)cc(OC)c1OC (centres undefined)	89	-8	0.9	0	10	4	-2	1	1	8
O=C(NC1CCCCC1)C(c1ccc(F)cc1)N(CCc1ccccc1)C(=O)CN1C(=O)c2ccccc2S1(=O)=O (centres undefined)	112	-15	1	0	2	-12	-5	1.1	1.1	15
O=C(Nc1sc2c(c1C(=O)c1ccccc1)CCCC2)c1cccnc1	97	-2	0.9	-17	14	-2	-6	1.1	0.79	2
CCOc1ccc2c(c1)s/c(=N\S(=O)(=O)c1ccc(OC)cc1)n2C(F)F	90	-1	0.8	-4	17	2	-4	1	0.67	1
Cc1ccc(-c2nc(N/N=C/c3cccc([N+](=O)[O-])c3)c3ccccc3n2)cc1	95	37	0.9	-7	15	-3	82*	0.2	0.95	-38
CCOC(=O)Cn1c(=NC(=O)CN2C(=O)CCC2=O)sc2cc(S(N)(=O)=O)ccc21	101	3	0.9	-12	14	7	-3	1	1.1	-3
CCCCOC(=O)Nc1ccc2c(C)cc(=O)oc2c1	166*	138*	0.9	-8	8	7	8	0.9	5.8*	-138
Cn1c(O)c(C2=c3ccccc3=NC2=O)sc1=Nc1ccc(Cl)cc1	100	21	0.8	4	15	0	5	1	5.2*	-21
Cc1ccc(OCCOCCOc2cccc3cccnc23)c(Br)c1	103	11	0.8	-3	17	7	-6	1.1	0.77	-11
C=CCc1cc(/C=C2/NC(=S)NC2=O)cc(OC)c1O	98	19	0.7	-1	28	1	-9	1.1	0.92	-19

Next records:
SMILES	STAT1 act	APP 5'UTR act	Diaph act CS	TLR4 MyD88 comp	Diaph inh CS	G6PDH CS	FLuc inh counter	FLuc act counter	NF-kB expr up	APP transl inh
O/N=C1\CC2(Cc3nonc31)OCCO2	86	-2	0.8	-10	17	3	-4	1	1.1	2
CCOc1ccc(CN2CCNC(=O)C2CC(=O)NCCC2=CCCCC2)cc1 (centres undefined)	99	8	0.9	3	13	6	-4	1	1.1	-8
O=C(Cc1ccccc1)c1nnc(-c2ccccc2)o1	104	16	0.9	3	6	3	-4	1	1.2	-16
CCN(Cc1cc(=O)n2ccsc2n1)c1cccc2ccccc12	99	4	0.6	-7	41	-5	-3	1	0.88	-4
O=C(CN1CCN(Cc2ccccc2F)C1=O)NCc1cccnc1	100	-4	0.9	8	6	-10	-2	1	0.96	4
Cc1nn(Cc2ccccc2)c(C)c1NC(=O)c1cc(-c2ccc3c(c2)OCO3)on1	92	-2	0.8	-8	15	-5	-5	1	1.4	2
Cc1ccc(CNC(=S)NCc2ccncc2)cc1	87	-1	0.9	-6	8	-1	-4	1	1.3	1
Cc1nc(CS(=O)(=O)c2ccc(Cl)cc2)cc(Sc2ccccc2Cl)n1	101	8	0.7	-9	26	-13	-6	1.1	1.1	-8
O=C(CSc1ccccn1)Nc1ccc2c(c1)C(=O)c1ccccc1C2=O	120	83	0.9	9	9	10	12	0.9	1.1	-83
CC1=C(C(=O)N2CCOCC2)C(c2ccc(Br)cc2)NC(=S)N1c1ccccc1 (centres undefined)	99	-13	0.9	5	7	14	-6	1.1	1	13
CC(C)(C)NC(=O)c1ccc2nsnc2c1	101	13	1	4	0	-4	3	1	1.1	-13
CCOC(=O)N1CCN(CC(O)COc2ccc(C)cc2C(C)(C)C)CC1 (centres undefined)	97	13	0.8	5	16	3	-3	1	0.78	-13
COc1cc(/C=C2/NC(=O)N(Cc3ccccc3F)C2=O)ccc1O	116	-36	0.9	-3	8	1	-4	1	0.65	36
COC(=O)C(O)(CC(=O)Nc1cccc(SC)c1)C(F)(F)F (centres undefined)	104	nt	1.1	14	-6	12	-2	1	1.2	-12
CN(CCO)C(=O)C1CCN(c2ncc(C(F)(F)F)cc2Cl)CC1	102	3	1.1	14	-11	6	-5	1.1	1.1	-3
CCOc1ccc(Nc2nc(NCCN3CCOCC3)nc(OC)n2)cc1	108	1	0.9	-5	9	12	-1	1	1.1	-1
CCOc1ccccc1C(=O)N[C@H](C(=O)Nc1cc(S(=O)(=O)N(C)C)ccc1OC)C(C)C	101	10	0.9	-8	7	-5	-5	1	0.91	-10
CC1=[N+]([O-])C(N2CCOCC2)C(O)(c2ccccc2)C1 (centres undefined)	108	14	0.8	6	15	7	-1	1	0.93	-14
COc1ccc(-n2nnnc2SCC(=O)N2CCCc3ccccc32)cc1OC	106	14	0.9	-1	13	9	-6	1.1	0.94	-14
CCCNC(=O)CCc1c(C)nc2nc(-c3cc(OC)cc(OC)c3)nn2c1C	93	-14	1.1	5	-5	-2	0	1	0.72	14
Cc1ccc(Oc2ncccc2/C=N/OCc2ccc(Cl)cc2Cl)cc1	97	-14	0.8	5	16	4	-7	1.1	1	14
COC(=O)COc1nsnc1N1CCOCC1	92	-7	1	3	-3	0	0	1	1.2	7
Cc1ccc(N(C(=O)C2COc3ccccc3O2)C(C(=O)NC2CCCCC2)c2cn(C)nc2C)cc1 (centres undefined)	98	-20	1	-7	4	3	-2	1	1.1	20
CN(C)c1ccc(/C=C/c2ccc3c4ccccc4ccc3[n+]2-c2ccccc2)cc1	56	-83	0.3	7	68*	-13	65*	0.3	0.36	83*
CC1(C)CC(=O)C2=C(C1)N(c1ccc(F)cc1)C(=O)CC2c1cccnc1 (centres undefined)	105	9	0.9	7	10	-14	-10	1.1	1.2	-9

Next records follow.
SMILES	STAT1 act	APP 5'UTR act	Diaph act CS	TLR4 MyD88 comp	Diaph inh CS	G6PDH CS	FLuc inh counter	FLuc act counter	NF-kB expr up	APP transl inh
CCCc1nnc(NC(=O)CN2CCOCC2)s1	89	5	0.9	4	14	3	-8	1.1	1.1	-4
CCC(=O)c1cc(F)c(N2CCN(C(=O)Cc3ccccc3)CC2)cc1C	94	15	0.9	-1	6	-17	-2	1	0.79	-15
NNC(=O)c1ccc(N2CCc3ccccc32)c([N+](=O)[O-])c1	99	-13	1	14	5	-5	0	1	1.1	13
CC(=O)Oc1ccc(N2C(=O)C3C(C2=O)C2(C)C=CC3(C)O2)cc1 (centres undefined)	nt	nt	0.9	nt	14	-1	-3	1	nt	nt
COC(=O)c1nc2n(n1)C(c1ccc(OC)c(OC)c1OC)C1=C(CCCC1=O)N2 (centres undefined)	104	16	1.1	-15	-9	-2	-5	1.1	1.4	-16
Cc1c(N=C2C(=O)Nc3ccccc32)c(=O)n(-c2ccccc2)n1C	98	6	0.9	-8	13	-2	-3	1	1.2	-6
CCc1cccc(NC(=O)Cn2ncn3c(cc4ccccc43)c2=O)c1	99	-22	0.9	-13	13	1	-6	1.1	1.4	22
CC(c1ccccc1)n1cc(C(=O)NCc2ccncc2)nn1 (centres undefined)	104	-3	1	-9	0	3	-3	1	1.1	2
CCOC(=O)C1CCN(C(=O)CSCCSCC(=O)N2CCC(C(=O)OCC)CC2)CC1	93	7	0.9	-15	6	5	0	1	0.93	-7
Cn1cccc1/C=C(/C#N)c1ccc(F)cc1	98	7	0.8	3	17	5	1	1	1.3	-7
CCC(=O)NNc1nc2c(C)cc(C)cc2s1	105	9	0.9	1	8	2	-6	1.1	1.1	-9
COCCNC(=O)COC(=O)/C=C/c1c(C)nn(Cc2ccc(Cl)cc2Cl)c1Cl	103	8	0.8	6	17	-8	-6	1.1	1	-8
CCOC(=O)c1nn(-c2ccccc2)c2nc(Nc3ccccc3)cc(=O)n12	107	-19	0.9	-5	14	-2	-3	1	1.1	19
CS(=O)(=O)N(CC(=O)N1CCCCC1)Cc1ccc(Cl)cc1	109	17	0.9	-9	8	-2	-6	1.1	1.4	-17
COc1ccc(OCC(=O)Nc2ccccc2C(=O)N2CCCC2)cc1	101	8	0.9	5	7	0	-5	1.1	0.87	-8
O=C(Cc1cccs1)N/N=C\c1ccc([N+](=O)[O-])s1	98	-8	1.1	5	-9	3	1	1	nt	8

Entries above with a thiophene ring, fused or not, in the order listed:
SMILES	STAT1 act	APP 5'UTR act	Diaph act CS	TLR4 MyD88 comp	Diaph inh CS	G6PDH CS	FLuc inh counter	FLuc act counter	NF-kB expr up	APP transl inh
OCCCc1nc2n(n1)C(c1ccccc1Cl)C=C(c1cccs1)N2 (centres undefined)	102	-3	0.8	32*	22	-13	0	1	0.95	3
O=C(Nc1sc2c(c1C(=O)c1ccccc1)CCCC2)c1cccnc1	97	-2	0.9	-17	14	-2	-6	1.1	0.79	2
O=C(Cc1cccs1)N/N=C\c1ccc([N+](=O)[O-])s1	98	-8	1.1	5	-9	3	1	1	nt	8

From PubChem BioAssay
